beta cell repl: inducers of beta-cell replication in MIN6 cells; MIN6 cells proliferation, ATPlite luminescence, 48 h; cells starved in 0.2% serum; 100% = growth in 10% serum; proliferation, % at 10 µM; AID 2380; 0.29% of 330,000 active;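 active means compounds whose signal lies at least 3.5 SD above the mean of all wells on their plate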;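 further: 0% = DMSO-treated cells in low-serum medium and 100% = 10% serum control; some compounds called inactive have numbers as strong as hits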
hIAP inh: human IAP inhibition | purified IAP, CDP-Star luminescence, 30 min | inhibition, % at 10 µM | 0.12% of 330,000 active;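 active means inhibition reaching a set limit with compound at 10 µM in the primary screen, cut at about 35% in these data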;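 further: plate controls were DMSO wells with enzyme for no effect and no-enzyme buffer wells for full effect; values of inactives mirror those of a sister screen read the other way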
Target sequence (P09923 whole entry, looked up): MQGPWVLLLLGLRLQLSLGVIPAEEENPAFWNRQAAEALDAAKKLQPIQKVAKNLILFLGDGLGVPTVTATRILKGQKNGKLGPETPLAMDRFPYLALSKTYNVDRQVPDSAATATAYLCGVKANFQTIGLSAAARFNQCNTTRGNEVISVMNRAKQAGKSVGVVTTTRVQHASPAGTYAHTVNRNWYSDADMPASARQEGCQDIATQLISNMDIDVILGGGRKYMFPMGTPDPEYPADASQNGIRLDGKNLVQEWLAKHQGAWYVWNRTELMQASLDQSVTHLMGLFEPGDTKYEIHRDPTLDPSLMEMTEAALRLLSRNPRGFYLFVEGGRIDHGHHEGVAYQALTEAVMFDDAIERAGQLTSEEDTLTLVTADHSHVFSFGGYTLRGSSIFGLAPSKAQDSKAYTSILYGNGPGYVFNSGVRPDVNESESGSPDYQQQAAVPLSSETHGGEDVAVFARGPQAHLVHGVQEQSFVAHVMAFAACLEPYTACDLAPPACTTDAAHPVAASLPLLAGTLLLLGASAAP
NR3A LBD binder: NR3A (human) ligand-binding domain modulation; NR3A LBD differential scanning fluorimetry, Tm shift; 0% = protein alone, 100% = glycine-bound protein; AID 1259313; 2.5% of 340,000 active; Tm shift relative to glycine control, % at 25 µM;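 active means melting temperature shift of at least 10% of the positive control shift, at one fixed dose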
A3A deaminase: blocks human APOBEC3A ssDNA deamination. recombinant A3A, FAM/TAMRA ssDNA deamination fluorescence. inhibition, % at 20 µM. 0.41% of 330,000 active. AID 493011;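 active means at least 40% inhibition at 20 µM here, with at most 30% in a related deaminase screen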;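 further: plate controls were A3A with DMSO for no effect and wells lacking A3A enzyme for full effect; some results filed as inactive read as strong as hits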
mIAP block: blocks mouse intestinal alkaline phosphatase; 0.2% of 330,000 active; inhibition, % at 10 µM; purified mouse IAP, CDP-Star luminescence, 30 min;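 active means inhibition of at least 40% at 10 µM in the primary screen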;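 further: plate controls were DMSO with enzyme for no effect and no enzyme wells for full effect; values of inactives mirror those of a sister screen read the other way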
APOBEC3G inh: APOBEC3G (human) deaminase inhibition; recombinant A3G, ssDNA deamination FAM/TAMRA fluorescence; 0.28% of 330,000 active; Q9HC16; inhibition, % at 20 µM; AID 493012;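 active means inhibition of at least 40% at 20 µM, with no more than 30% in the related APOBEC3A deaminase screen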;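 further: plate controls were DMSO wells with A3G for no effect and wells lacking A3G enzyme for full effect; some compounds called inactive have numbers as strong as hits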
Target sequence (Q9HC16 whole entry, looked up): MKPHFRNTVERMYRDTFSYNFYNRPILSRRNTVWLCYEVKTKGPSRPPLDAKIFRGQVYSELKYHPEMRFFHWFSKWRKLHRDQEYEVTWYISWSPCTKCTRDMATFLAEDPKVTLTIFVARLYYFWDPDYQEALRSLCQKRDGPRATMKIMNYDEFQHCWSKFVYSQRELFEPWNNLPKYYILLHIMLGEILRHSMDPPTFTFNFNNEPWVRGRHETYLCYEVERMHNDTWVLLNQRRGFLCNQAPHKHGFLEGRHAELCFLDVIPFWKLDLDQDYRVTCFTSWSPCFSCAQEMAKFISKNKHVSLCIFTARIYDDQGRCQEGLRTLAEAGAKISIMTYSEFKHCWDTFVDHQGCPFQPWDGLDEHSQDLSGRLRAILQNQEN
MPTP inh: blocks calcium-induced mitochondrial swelling; inhibition, % at 10 µM; AID 602449; 1.4% of 360,000 active; isolated mouse mitochondria, Ca2+ swelling absorbance, 30 min;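 active means inhibition of 50% or more, scaled per plate between neutral and stimulator controls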;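 further: 0% = DMSO wells given calcium and 100% = 1 mM EGTA wells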
mIAP act: mouse IAP activation; AID 2805; activation factor at 10 µM; 0.24% of 330,000 active; muIAP, CDP-Star luminescence, 30 min; stronger effect = higher value; 1 = vehicle-only enzyme signal, 0 = enzyme-free wells;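 active means activation factor of at least 2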; further: the source names both 10 and 20 µM as test concentration; values of inactives mirror those of a sister screen read the other way
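Assay system: mouse IAP enzyme; Reagent: CDP-Star chemiluminescent phosphatase substrate; Compound: DMSO-dissolved test compounds; Incubation: 30 min, room temperature; Technique: luminescence from enzymatic CDP-Star hydrolysis; Controls: DMSO-only wells and no-enzyme negative control.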
hIAP activ: increases human intestinal alkaline phosphatase activity. P09923. purified human IAP, CDP-Star luminescence, 30 min; stronger effect = higher value; 1 = vehicle-only enzyme, 0 = enzyme-free background. activation factor at 10 µM. 0.16% of 330,000 active. AID 2524;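 active means activation factor of the enzyme at least 2-fold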; further: the source names both 10 and 20 µM as test concentration; values of inactives mirror those of a sister screen read the other way
Active calls of the source: *; . = no result given. Not a hit list. Share with any hit: about 5%.

Key to letters: A = beta cell repl; B = hIAP inh; C = NR3A LBD binder; D = A3A deaminase; E = mIAP block; F = APOBEC3G inh; G = MPTP inh; H = mIAP act; I = hIAP activ
CCOC(=O)N1CCC(Nc2nc(OC)nc(OC)n2)CC1
  A = -1; B = 16; C = -2; D = -1; E = 4; F = -5; G = 0.8; H = 0.96; I = 0.84
O=C(CCCCn1c(=O)[nH]c2ccsc2c1=O)NCCc1ccccc1
  A = 1; B = -8; C = -1; D = 3; E = 3; F = 1; G = 1.4; H = 0.97; I = 1.1
O=C(NNC(=S)Nc1ccccc1Cl)c1ccccc1
  A = -1; B = -78; C = 0; D = -3; E = 10; F = -3; G = -0.4; H = 0.9; I = 1.8
O=C(Nc1ccc(C(=O)Nc2ccccc2Cl)cc1)c1cccnc1
  A = -7; B = 3; C = 5; D = 0; E = 1; F = 2; G = 0.3; H = 0.99; I = 0.97
CC1(c2nnc(-c3ccc(F)cc3)o2)CC(c2cccnc2)=NO1 (stereo unspecified)
  A = 0; B = 6; C = -2; D = -4; E = 6; F = -8; G = -0.1; H = 0.94; I = 0.94
O=[N+]([O-])c1cc(S(=O)(=O)N2CCOCC2)ccc1NS(=O)(=O)c1ccccc1
  A = -4; B = -12; C = -15; D = 2; E = 9; F = -2; G = 0.1; H = 0.91; I = 1.1
CC1(C)CC2(CCO1)CNC(=O)O2 (stereo unspecified)
  A = 2; B = 18; C = -3; D = -1; E = 0; F = -3; G = -0.5; H = 1; I = 0.82
Cc1ccc(C(=O)NCC(=O)OCC(=O)NC2CCCC(C)C2C)s1 (stereo unspecified)
  A = -3; B = 5; C = 0; D = 6; E = 0; F = -1; G = -0.2; H = 1; I = 0.95
COC(=O)CSc1nc2ccc(N)cc2s1
  A = -1; B = 10; C = -3; D = -4; E = 5; F = -12; G = 0.6; H = 0.95; I = 0.9
COCc1nnc(NC(=O)c2ccc(S(=O)(=O)N(C)Cc3ccccc3)cc2)o1
  A = -2; B = 12; C = -2; D = -3; E = 4; F = -16; G = -0.7; H = 0.96; I = 0.88
CCSc1nnc(NC(=O)c2cnccn2)s1
  A = -1; B = -7; C = .; D = 1; E = 10; F = -5; G = .; H = 0.91; I = 1.1
O=C(c1cccc([N+](=O)[O-])c1)c1ccc2c(c1)OCCOCCOCCOCCO2
  A = -3; B = 14; C = 0; D = -3; E = 0; F = -5; G = 0.1; H = 1; I = 0.86
CCn1c(CCn2c3ccccc3c3ccccc32)n[nH]c1=S
  A = 1; B = -30; C = 5; D = -3; E = 4; F = 1; G = 1.8; H = 0.96; I = 1.3
O=S(=O)(Nc1ccccc1Cl)c1ccc(F)cc1
  A = 1; B = 3; C = 3; D = -2; E = 4; F = -9; G = 0.0; H = 0.96; I = 0.97
C=C1C(=O)O[C@@]23[C@H]1CC[C@@H](C)[C@@H]2CC[C@@]1(C)O[C@@H]31
  A = 4; B = -2; C = 1; D = 1; E = 7; F = 3; G = -1.5; H = 0.93; I = 1
CCOC(=O)c1c(C)n(C)c2ccc(OC)c(NC(=O)CN3CCC(C(=O)OCC)CC3)c12
  A = -2; B = -12; C = 1; D = 18; E = -10; F = 5; G = 3.1; H = 1.1; I = 1.1
Cc1cccc(/C=N/c2sc3c(c2C#N)CCN(Cc2ccccc2)C3)c1O
  A = 0; B = 2; C = -1; D = -6; E = 20; F = -10; G = 2.0; H = 0.8; I = 0.98
O=C(Nc1ccc2nc(-c3ccccn3)c(-c3ccccn3)nc2c1)N1CCOCC1
  A = 5; B = 10; C = 1; D = -12; E = 0; F = -6; G = -0.1; H = 1; I = 0.9
Cc1cccc(C2N(c3nccs3)C(=O)C3CCCN32)c1 (stereo unspecified)
  A = 0; B = -34; C = 0; D = -1; E = 4; F = -1; G = -0.9; H = 0.96; I = 1.3
COc1cc(/C=C2\SC(=O)N(Cc3ccc(F)cc3)C2=O)cc([N+](=O)[O-])c1O
  A = -4; B = 32; C = 4; D = 2; E = 14; F = -3; G = 2.4; H = 0.86; I = 0.68
Cc1cc(C)cc(NC(=O)C/C(N)=N/O)c1
  A = -3; B = 3; C = -1; D = -2; E = -4; F = -6; G = -0.5; H = 1; I = 0.97
Cc1ccc(C(C(=O)NCC2CCCO2)N(C(=O)c2snc(C(N)=O)c2N)c2ccc(C)c(C)c2)o1 (stereo unspecified)
  A = -1; B = 5; C = -4; D = -1; E = -2; F = -5; G = -0.2; H = 1; I = 0.95
O=C(OCc1nnc(-c2ccccc2)o1)c1cn(-c2ccccc2)nc1-c1ccccc1
  A = -3; B = 2; C = -5; D = 0; E = -5; F = -6; G = 0.1; H = 1; I = 0.98
O=C(c1cc(-c2ccccc2O)on1)N1CCCCCC1
  A = 5; B = 2; C = -2; D = -2; E = 4; F = -6; G = -2.9; H = 0.96; I = 0.98
CN1C(=O)C(C)(C)c2cc(S(=O)(=O)N3CCC(C(=O)NCc4ccc(Cl)cc4)CC3)ccc21
  A = 0; B = -7; C = -1; D = -1; E = -1; F = 2; G = -2.0; H = 1; I = 1.1
CS/C(=N\NC(N)=O)c1ccccc1
  A = -2; B = 11; C = -5; D = 3; E = 11; F = 0; G = 0.2; H = 0.89; I = 0.89
CCOc1ccccc1C(=O)Nc1nnc(C(C)C)s1
  A = 1; B = -6; C = 0; D = -2; E = -2; F = -2; G = 1.0; H = 1; I = 1.1
C=C[C@@H]1c2cc(C)ccc2N(S(=O)(=O)c2ccc(C)cc2)[C@H](c2ccccc2)C1(C#N)S(=O)(=O)c1ccccc1 (stereo partly specified)
  A = 0; B = 7; C = -5; D = -2; E = 15; F = -7; G = 0.0; H = 0.85; I = 0.93
O=C(N/C(=C/c1cn(-c2ccccc2)nc1-c1ccccc1)C(=O)N1CCOCC1)c1ccc(Cl)cc1Cl
  A = 0; B = 11; C = -3; D = -1; E = 15; F = -3; G = 1.8; H = 0.85; I = 0.89
Cc1cc(C)n(CC(=O)Nc2ccc3c(c2)OCO3)c(=O)c1C#N
  A = 0; B = -8; C = 1; D = 2; E = 1; F = -2; G = 0.0; H = 0.99; I = 1.1
COc1ccc(C(=O)/C(C#N)=N/Nc2ccc([N+](=O)[O-])cc2)cc1
  A = -6; B = 23; C = 17*; D = 12; E = 30; F = 9; G = 100*; H = 0.7; I = 0.77
CN(C)C(=O)c1ccc(NC(=O)c2ccccc2SCC(=O)N2CCCC2)cc1
  A = -2; B = 1; C = 4; D = -6; E = -4; F = -7; G = -0.1; H = 1; I = 0.99
C=CCn1c(SCc2cc(=O)n3ccsc3n2)nc2sc(C)c(C)c2c1=O
  A = 2; B = 18; C = -9; D = 14; E = 16; F = 5; G = .; H = 0.83; I = 0.81
O=C(Oc1cccc(NC(=O)c2ccco2)c1)c1cccc(S(=O)(=O)N2CCCCC2)c1
  A = -5; B = -2; C = -4; D = -2; E = 12; F = -2; G = 2.7; H = 0.88; I = 1
CC(C)OC(=O)c1cc2c(ccn2C)n1CC(=O)N(Cc1ccccc1)c1ccc(F)cc1
  A = -5; B = 7; C = -5; D = -2; E = -3; F = -6; G = -0.2; H = 1; I = 0.93
O=[N+]([O-])c1ccc(/C=N/Nc2ncccc2[N+](=O)[O-])s1
  A = -3; B = -15; C = 1; D = 1; E = 18; F = 6; G = 2.4; H = 0.82; I = 1.2
CSc1ncccc1C(=O)OCC(=O)Nc1cc(C(F)(F)F)ccc1N1CCOCC1
  A = 0; B = -25; C = -11; D = -2; E = 5; F = -1; G = 2.1; H = 0.95; I = 1.2
COc1cccc(CNCCO)c1OCc1ccccc1
  A = 1; B = -12; C = -2; D = 2; E = -6; F = -9; G = -3.5; H = 1.1; I = 1.1
CCOC(=O)Cc1csc(NC(=O)c2ccc3ncsc3c2)n1
  A = -1; B = -4; C = 0; D = -6; E = -1; F = -5; G = 0.2; H = 1; I = 1
CN1CCC23c4ccccc4NC1C21CCN(C)C3Nc2ccccc21
  A = -2; B = 0; C = 1; D = -4; E = -8; F = -10; G = 0.1; H = 1.1; I = 1
CCCCc1cc(=O)oc2c(CN3CCN(C)CC3)c(O)ccc12
  A = -2; B = -1; C = 3; D = -4; E = 7; F = -5; G = -0.4; H = 0.93; I = 1
CN(CCCN1CCCCC1)C(=O)c1cc(COc2ccc(F)cc2F)on1
  A = 4; B = 14; C = 0; D = -4; E = 8; F = -5; G = -0.2; H = 0.92; I = 0.86
O=C(Nc1ccnn1C1CCN(C/C=C/c2ccc(F)cc2)CC1)C1CCCC1
  A = -2; B = -11; C = -2; D = 2; E = -44; F = -6; G = 0.7; H = 1.4; I = 1.1
COc1cc(/C=N/NC(=O)c2ccncc2)ccc1OC(=O)c1cc(OC)c(OC)c(OC)c1
  A = 1; B = 6; C = 0; D = -3; E = -2; F = -7; G = -1.1; H = 1; I = 0.94
Cc1ccc(S(=O)(=O)C(C#N)c2nc3ccccc3nc2N2CCCC2)cc1 (stereo unspecified)
  A = -4; B = -5; C = -7; D = -4; E = 12; F = 45*; G = -4.6; H = 0.88; I = 1
COc1ccc(C(C)=O)cc1CSc1nc(C)cc(C)n1
  A = -3; B = 0; C = -2; D = -2; E = 0; F = -6; G = 0.4; H = 1; I = 1
COc1ccc(-c2nn(-c3ccccc3)cc2C(=O)N2CCOCC2)cc1
  A = -1; B = 9; C = 2; D = -2; E = 12; F = -9; G = 0.5; H = 0.89; I = 0.91
O=C(NCc1ccccn1)C(=O)NCC1OCCN1S(=O)(=O)c1ccc(Cl)cc1 (stereo unspecified)
  A = -3; B = -50; C = -2; D = -4; E = 10; F = -9; G = 1.4; H = 0.9; I = 1.5
C=CCn1c(COc2ccccc2F)nnc1SCC(=O)N1CC(=O)Nc2ccccc21
  A = -4; B = -11; C = -1; D = 1; E = -6; F = -2; G = 1.9; H = 1.1; I = 1.1

9 entries from above, reformatted:
canonical_smiles	beta cell repl	hIAP inh	NR3A LBD binder	A3A deaminase	mIAP block	APOBEC3G inh	MPTP inh	mIAP act	hIAP activ
O=C(Oc1cccc(NC(=O)c2ccco2)c1)c1cccc(S(=O)(=O)N2CCCCC2)c1	-5	-2	-4	-2	12	-2	2.7	0.88	1
CC(C)OC(=O)c1cc2c(ccn2C)n1CC(=O)N(Cc1ccccc1)c1ccc(F)cc1	-5	7	-5	-2	-3	-6	-0.2	1	0.93
O=[N+]([O-])c1ccc(/C=N/Nc2ncccc2[N+](=O)[O-])s1	-3	-15	1	1	18	6	2.4	0.82	1.2
CSc1ncccc1C(=O)OCC(=O)Nc1cc(C(F)(F)F)ccc1N1CCOCC1	0	-25	-11	-2	5	-1	2.1	0.95	1.2
COc1cccc(CNCCO)c1OCc1ccccc1	1	-12	-2	2	-6	-9	-3.5	1.1	1.1
CCOC(=O)Cc1csc(NC(=O)c2ccc3ncsc3c2)n1	-1	-4	0	-6	-1	-5	0.2	1	1
CN1CCC23c4ccccc4NC1C21CCN(C)C3Nc2ccccc21	-2	0	1	-4	-8	-10	0.1	1.1	1
CCCCc1cc(=O)oc2c(CN3CCN(C)CC3)c(O)ccc12	-2	-1	3	-4	7	-5	-0.4	0.93	1
CN(CCCN1CCCCC1)C(=O)c1cc(COc2ccc(F)cc2F)on1	4	14	0	-4	8	-5	-0.2	0.92	0.86

Source: PubChem BioAssay
